ER stress rescue: rescue of cells from ER stress-induced death, primary screen, 384-well, CSM14.1, thapsigargin, ATP luminescence (AID 1222); CSM14.1 thapsigargin-induced death rescue, ATP luminescence; higher % means a stronger effect; one-dose cellular ATP content (survival), % at 20 µM; EC50 in µM for titrated hits; 190,000 tested, under 10 active;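 active = EC50 below 50 µM in the dose-response confirmation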;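 note: death triggered by thapsigargin at about 15 µM added after 2 h compound pretreatment; cell ATP read after overnight thapsigargin exposure of roughly 18 to 22 hours; normalized against plate controls of thapsigargin alone and 5% DMSO vehicle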
Ins promoter up: insulin promoter activators in MIN6 cells, imaging, high-content screening, mouse beta cells; MIN6 insulin promoter-GFP reporter; active compounds read high; z-score at 5 µM; actives 0.3% (n = 190,000); AID 1625, 2009;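 active = z-score above 3 at 5 µM with at least 500 cells counted in the well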
Dynein cargo inh: inhibitors of GR-EGFP nuclear translocation, primary screen, dynein cargo transport inhibitor project, imaging, high-content, 3617.4 mouse cells; actives 0.47% (n = 220,000); z-score, hits read low; AID 1381, 2008; test concentration mostly 20 µM; stimulated with dexamethasone, 1 µM; active compounds read low;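 active = plate z-score of nuclear minus cytoplasmic receptor signal below a set negative limit, without overly bright fluorescence or cell loss, cut at about -3.5 in these data, passing the limit was not always enough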;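 note: z-score of nuclear minus cytoplasmic ring GR-EGFP intensity difference per well; some compounds called inactive have numbers as strong as hits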
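medium = tetracycline-free induction medium containing charcoal-stripped FBS | probe or stimulus = dexamethasone, 1.0 µM final | timing = 48 h induction, then 1 h compound, then 30 min agonist, 37 °C | detection = automated 10x imaging of fixed Hoechst-stained cells | read-out basis = nuclear versus cytoplasmic GR-EGFP signal, averaged per well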
P. falciparum M17LAP: P. falciparum M17LAP inhibitors, primary screen, biochemical, fluorogenic H-Leu-NHMec substrate, 1536-well (AID 1619); Leucine aminopeptidase (Plasmodium falciparum (isolate 3D7)); recombinant M17LAP, H-Leu-NHMec fluorogenic kinetic assay; higher % means a stronger effect; inhibition, % at 30 µM, or IC50 in µM where a hit was titrated; actives 0.38% (n = 220,000);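 active = compound inhibiting the enzyme by more than half at any dose during confirmatory dose-response retesting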;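 note: plate controls were full reaction with DMSO carrier for no effect and no enzyme background for full effect; strong numbers were not always called active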
P. falciparum M1AAP: P. falciparum M1AAP inhibitors, biochemical, fluorogenic H-Leu-NHMec substrate, 1536-well (AID 1445). one-dose inhibition, % at 30 µM; IC50 in µM for titrated hits. Aminopeptidase N (Plasmodium falciparum (isolate 3D7)). recombinant M1AAP, H-Leu-NHMec fluorogenic kinetic assay; higher % means a stronger effect. actives 0.42% (n = 220,000);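 active = primary inhibition above the hit cutoff, then over 50% inhibition at one or more dose response concentrations, cut at about 23% in these data, passing the limit was not always enough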;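 note: plate controls were DMSO full reaction for no effect and no enzyme background for full effect; strong numbers were not always called active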
bCat nuc transl: modulators of beta-catenin nuclear translocation, primary screen, imaging, HeLa cells, immunofluorescence, high-content. nuclear translocation activity, % at 5 µM. actives 0.3% (n = 190,000). AID 1665, 2009;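 active = nuclear translocation activity above 50% at 5 µM, with a well cell count of 50 or more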;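 note: per-cell ratio of nuclear to cytoplasmic median beta-catenin stain intensity; plate controls were DMSO negative control for no effect and GSK-3 inhibitor IX positive control for full effect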
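Test system: human HeLa cell line; Doses: 5 µM primary, 0.02–20 µM confirmation; Incubation: 24 h compound exposure, 37°C; Detection: beta-catenin immunofluorescence imaging with DAPI; Read-out: beta-catenin nuclear/cytoplasmic ratio, % activation.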
K1F lysis inhibition: inhibition of K1F phage lysis, E. coli UTI89, bacterial capsule biogenesis inhibitors, alamar blue (AID 488966) | E. coli UTI89 K1F phage lysis, alamar blue, 2 h; higher % means a stronger effect | one-dose inhibition, % at 100 µM; IC50 in µM for titrated hits | actives 0.02% (n = 340,000);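 active = phage lysis inhibition, versus mean bacterial control, above a set limit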;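 note: capsule biogenesis inhibitors block K1F phage lysis so surviving cells raise fluorescence; higher fluorescence means more inhibition of phage lysis; actives were called in the ten point dose series up to 300 µM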
Autophagy mod: autophagy modulators in MEF cells, primary screen, imaging, high-content, MEF GFP-LC3. calls only at 10 µM (by protocol). AID 463193, 2010. actives 0.98% (n = 190,000). MEF GFP-LC3 puncta imaging; test concentration mostly 10 µM;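 active = percentage of spot-positive cells more than 3 SD above its plate mean, without a fluorescence outlier flag or 80% toxicity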;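 note: spot-positive cell cutoff set from DMSO-treated cells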
MT stabilize HCS: microtubule stabilizers in HeLa cells, primary screen, imaging, high-content imaging; HeLa tubulin immunostaining HCS, 24 h; share of cells brighter than vehicle mean+2SD; AID 2205, 2009; actives 0.83% (n = 200,000); % tubulin-high responders, % at 10 µM;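 active = plate Z-score above 3 for both tubulin-high and condensed-nucleus cell shares, with cell loss under 80%, at 10 µM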;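 note: anti alpha tubulin signal scored within the nucleus-defined area of each cell; some results filed as inactive read as strong as hits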
Dynein cargo inh cytoplasmic EGFP: also measured in Dynein cargo inh; calls as there; z-score; measured here: cytoplasmic GR-EGFP intensity; active compounds read high
Dynein cargo inh nuclear GR-EGFP: second read-out of Dynein cargo inh, no call of its own (marks repeat the call); z-score; measured here: nuclear GR-EGFP intensity;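 lower value marks the stronger effect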
Dynein cargo inh cell count: further read-out of Dynein cargo inh, marked with its call; z-score; measured here: cell count per field
Ins promoter up cell count: recorded beside Ins promoter up, whose call it bears; cell count; measured here: cytotoxicity, nuclei count;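 total cells summed across four imaged fields per well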
bCat nuc transl cell count 5 µM: recorded beside bCat nuc transl, whose call it bears; cell count; measured here: cell count, cytotoxicity flag
MT stabilize HCS Hoechst-high %: recorded beside MT stabilize HCS, whose call it bears; % Hoechst-high responders; measured here: nuclear condensation Hoechst responders;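 share of cells brighter than vehicle mean plus two SD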
MT stabilize HCS cytotoxicity %: second read-out of MT stabilize HCS, no call of its own (marks repeat the call); toxicity, %; measured here: cytotoxicity by cell density;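 0% = mean cell density of plate MIN control wells and 100% = no cells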
Autophagy mod cell loss 18 h: further read-out of Autophagy mod, marked with its call; toxicity, %; measured here: cell loss, nuclei count;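 cell loss after 18 h compound exposure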
* hit, by the source's call; i = inactive; . = no result given; + = active, no number; [ ] = another dose, or the depositor's remark.

SMILES	ER stress rescue	Ins promoter up	Ins promoter up cell count	Dynein cargo inh	Dynein cargo inh cytoplasmic EGFP	Dynein cargo inh nuclear GR-EGFP	Dynein cargo inh cell count	P. falciparum M17LAP	P. falciparum M1AAP	bCat nuc transl	bCat nuc transl cell count 5 µM	K1F lysis inhibition	Autophagy mod	Autophagy mod cell loss 18 h	MT stabilize HCS	MT stabilize HCS Hoechst-high %	MT stabilize HCS cytotoxicity %
CCn1nc(C(=O)OCC(=O)NC(C)C)c2ccccc2c1=O	1.1%	-0.67	1267	0.56	-0.26	0.097	0.97	-5%	8%	-0.2	1154	0.2%	i	-3	2.7	1.4	12
CCN1CCN(CCCN(Cc2ccco2)C(=S)Nc2cc(Cl)ccc2C)CC1	-0.8%	-0.46	1371	0.04	-0.36	0.33	0.92	-5%	-8%	-2.2	1116	0.4%	i	18	5.2	3.0	11
N/C(Cc1ccc(Cl)cc1Cl)=N\OC(=O)c1ccccc1F	-1.8%	-0.02	1623	0.44	-0.15	0.47	-0.87	4%	3%	1.3	930	-0.3%	i	-26	3.4	1.8	2.5
Cc1noc(/C=C/N(C)C)c1S(=O)(=O)N1CCCC(C(=O)NCc2ccc(F)cc2)C1 (stereo unspecified)	-0.1%	0.02	990	0.11	-0.21	0.31	-0.08	13%	9%	.	.	.	i	3	4.3	2.3	3.8
O=C(CSc1nnc(CN2CCOCC2)n1-c1ccc(Cl)cc1)Nc1ccc2c(c1)OCO2	1.7%	.	.	-0.37	-0.26	-0.055	0.35	7%	0%	-6.3	1246	-1.5%	i	-14	0.9	1.3	8.8
Cc1cccc(N(C(=O)Cn2nnc(-c3ccc(F)cc3)n2)C(C(=O)NC(C)(C)C)c2ccncc2)c1 (stereo unspecified)	1.4%	0	1512	-0.086	-0.16	-0.14	-0.33	-2%	-8%	0.2	1481	0.2%	i	11	2.4	2.9	9.1
c1ccc2c(c1)OCC(c1csc3ncnc(N4CCCC4)c13)O2 (stereo unspecified)	-1.8%	.	.	0.28	0.21	0.075	-0.68	6%	18%	-9.8	1151	-0.1%	i	-1	2.3	1.2	7.1
CN(C)c1ccc(NS(=O)(=O)c2ccc(Cl)cc2)cc1	-2.5%	0.72	1582	1.4	-0.15	1.4	-1.6	-2%	-3%	-1.7	1082	-3.5%	i	-4	3.5	1.9	6.3
Cc1cc(CNC(=O)c2ccc(C)c([N+](=O)[O-])c2)c2ccccc2n1	-0.9%	-0.42	1209	0.08	-0.037	0.34	0.23	-2%	11%	-3.3	958	0.2%	i	6	3.8	4.3	11
O=C(/C=C/Nc1ccc(S(=O)(=O)Nc2cnc3ccccc3n2)cc1)c1cccnc1	.	.	.	-1	-0.23	0.084	0.91	-4%	12%	0.1	1298	0.0%	.	.	.	.	.
Cc1ccc(S(=O)(=O)N2CCOCC2)cc1C(=O)Nc1ccc(S(=O)(=O)Nc2nccs2)cc1	-1.5%	0.84	1546	0.22	-0.27	0.62	0.44	4%	18%	0.6	1462	0.2%	i	12	5.3	2.6	5.7
CCOC(=O)Cc1csc(NC(=O)Nc2ccc(OC(F)(F)F)cc2)n1	.	-1	1314	-0.36	-0.2	-0.2	0.78	14%	3%	2.2	1349	1.4%	.	.	.	.	.
COc1ccc(Cn2c(O)c(C=Nc3ccc(C)cc3)c3ccccc3c2=O)cc1	-4.4%	0.35	1213	-0.072	-0.27	-0.41	0.28	23%	8%	.	.	0.2%	i	-2	2.7	3.5	5.5
COc1ccccc1-n1c(CNC(=O)c2ccc(S(=O)(=O)N3CCOCC3)cc2)n[nH]c1=S	-0.1%	0.07	918	-0.96	-0.052	-0.15	1.1	-10%	4%	.	.	1.0%[50 µM]	i	-7	2.6	1.7	6.5
COC(=O)c1cc(-n2cccc2)ccc1N1CCOCC1	.	.	.	2.8	-0.2	1.2	-1.6	-2%	5%	-1.4	1156	-0.2%	.	.	.	.	.
Cc1ccc2oc(Nc3nc(-c4ccccc4)cc(=O)[nH]3)nc2c1	17%	0.01	1480	-0.85	-0.26	-0.36	0.79	2%	19%	-4.4	926	.	i	41	9.4	1.8	7.4
COc1ccccc1NC(=O)COC(=O)c1cnccn1	0.5%	0.38	898	0.47	-0.26	0.33	-0.022	15%	8%	-5.9	1152	0.2%	i	6	3.1	2.6	3.1
COC(=O)c1cc2occc2n1Cc1nc(-c2ccc(Cl)cc2)oc1C	0.3%	0.2	1065	-0.79	-0.22	0.3	0.59	-4%	-3%	2.5	480	-0.9%	i	2	3.0	2.8	13
CCC(C)(C(=O)NC1CCCC1)N(C(C)=O)c1ccc(C)cc1 (stereo unspecified)	-1.3%	.	.	-0.29	-0.091	-0.007	-0.16	7%	-1%	2.9	1083	-0.1%	i	-5	1.5	1.8	6.5
COC(=O)c1cc(CC(=O)c2ccc(O)cc2O)c(C)o1	9.6%	.	.	0.38	-0.33	0.49	0.17	17%	8%	.	.	0.7%	i	13	3.1	3.5	0.3
CCN(CC)S(=O)(=O)c1ccc(C(=O)NCc2cccs2)cc1	-1.5%	0.15	1210	0.65	0.85	1	1.1	14%	7%	-1.9	1248	2.5%	i	4	1.9	1.2	7.9
CCOc1ccc(C2CC(c3ccc(CC)cc3)n3nc(N)nc3N2)cc1 (stereo unspecified)	.	-1.3	1402	-0.33	-0.019	0.15	0.84	5%	3%	2.7	1031	1.9%	i	3	2.1	1.5	4.6
O=Cc1c(N2CCCCCC2)nc2ccccn2c1=O	0.6%	-0.85	918	0.5	-0.28	0.39	-0.17	16%	8%	.	.	6.8%	i	8	1.0	1.6	8.2
O=C(CN1C(=O)COc2ccc(S(=O)(=O)N3CCOCC3)cc21)NCc1ccccn1	.	1.5	898	-0.78	0.042	0.00084	1.2	3%	-1%	-1.6	1374	0.3%	.	.	.	.	.
COc1cc2ncnc(NCCCN3CCOCC3)c2cc1OC	.	.	.	0.35	-0.2	0.75	-1.2	1%	3%	0.5	1334	1.2%	.	.	.	.	.
CCNC(=O)N1CCOCC1	-1.4%	-0.25	893	-0.18	-0.25	0.17	0.78	1%	-1%	-5.9	1237	2.2%	i	-6	3.1	1.9	4.1
O=C(CN1CCN(S(=O)(=O)c2ccc(F)cc2)CC1)Nc1ccc(Cl)c(C(F)(F)F)c1	2.4%	-0.21	1512	-1.1	-0.18	-0.55	0.75	44%	13%	0.5	1386	0.8%	i	3	2.1	1.1	7.1
CCOC(=O)c1sc2nc(NC(=O)COc3ccccc3)sc2c1C	-0.2%	0.31	846	-0.059	-0.23	0.034	0.21	0%	-6%	-1.6	1144	0.0%	i	5	2.8	3.2	2.7
Cc1cc(-n2c(C)cc(C(=O)CSc3nc4ccccc4c(=O)n3Cc3ccco3)c2C)no1	.	0.14	1155	-0.96	0.0062	-0.32	-0.0025	-13%	-1%	.	.	1.2%	i	1	1.3	2.9	26
CCOC(=O)COc1ccc(/C=C2\NC(=S)N(CC)C2=O)cc1	0.3%	0.13	1240	-0.29	-0.24	-0.08	-0.028	6%	19%	-1.7	987	0.7%[50 µM]	i	-1	2.7	2.3	6.6
CC(C)(C)C(=O)C(CO)(Oc1ccc(Cl)cc1)n1cncn1 (stereo unspecified)	.	-0.4	1208	0.58	-0.12	0.75	-0.13	2%	-7%	-4.0	932	0.0%	i	10	2.5	2.2	4.2
Nn1c(SCC(=O)NC(=O)NCc2ccccc2)nnc1C1CC1	-0.2%	-0.36	1266	-0.53	-0.2	-0.26	0.62	0%	-3%	0.2	897	-0.3%	i	-10	2.8	1.6	3.8
CCOC(=O)c1[nH]c2cc3c(cc2c1CCCN1C(=O)c2ccccc2C1=O)OCCO3	0.7%	1.1	1089	2.1	-0.088	1.1	-1.9	7%	14%	-2.0	1167	0.1%	i	-5	5.0	4.7	10
O=C(CCC1CCCN(Cc2cccc(Cl)c2)C1)NCc1ccccc1F (stereo unspecified)	.	-0.39	1154	0.54	-0.21	0.27	-0.14	-16%	3%	1.4	1263	0.0%	.	.	.	.	.
CCOc1ncccc1C(=O)OCC(=O)N(CC)c1ccccc1	-0.5%	0.11	1308	-0.73	-0.13	-0.26	-0.32	1%	7%	1.2	1098	0.0%	+	-6.5*	2.3	1.6	7.4
COc1ccc(NC(=O)CN(C)S(=O)(=O)c2cccs2)cc1	-1.5%	-0.44	1339	-1.1	-0.16	-0.11	0.45	7%	12%	0.4	1416	0.5%	i	0	5.8	4.7	10
